GPR151 ag = human GPR151 activation | AID 1508602 | activation, % at 11.2 µM | Q8TDV0 | PathHunter beta-arrestin GPR151 cells, luminescence | 650,000 tested, 1% active; in the data active = activation above about 4.9%;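 also: 0% = median of compound wells and 100% = cells with positive control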
Target sequence (Q8TDV0 whole entry, looked up): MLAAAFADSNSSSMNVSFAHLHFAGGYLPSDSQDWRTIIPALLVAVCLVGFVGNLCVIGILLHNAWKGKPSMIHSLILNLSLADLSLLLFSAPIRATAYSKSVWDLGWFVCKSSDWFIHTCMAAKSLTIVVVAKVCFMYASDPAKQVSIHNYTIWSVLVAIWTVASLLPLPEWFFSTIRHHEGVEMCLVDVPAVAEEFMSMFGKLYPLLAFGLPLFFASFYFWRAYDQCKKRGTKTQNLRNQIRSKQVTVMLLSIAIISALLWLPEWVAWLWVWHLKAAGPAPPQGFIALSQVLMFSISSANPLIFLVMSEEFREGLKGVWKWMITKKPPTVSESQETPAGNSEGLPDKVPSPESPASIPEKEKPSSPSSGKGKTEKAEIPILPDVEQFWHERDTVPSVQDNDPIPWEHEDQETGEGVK
MITF inh = human MITF inhibition, primary screen; O75030; AlphaScreen MITF homodimerization, bead proximity signal; inhibition, % at 2.6 µM; 650,000 tested, 0.91% active; in the data active = inhibition above about 50%;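 also: 0% = vehicle wells with protein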
Target sequence (O75030 whole entry, looked up): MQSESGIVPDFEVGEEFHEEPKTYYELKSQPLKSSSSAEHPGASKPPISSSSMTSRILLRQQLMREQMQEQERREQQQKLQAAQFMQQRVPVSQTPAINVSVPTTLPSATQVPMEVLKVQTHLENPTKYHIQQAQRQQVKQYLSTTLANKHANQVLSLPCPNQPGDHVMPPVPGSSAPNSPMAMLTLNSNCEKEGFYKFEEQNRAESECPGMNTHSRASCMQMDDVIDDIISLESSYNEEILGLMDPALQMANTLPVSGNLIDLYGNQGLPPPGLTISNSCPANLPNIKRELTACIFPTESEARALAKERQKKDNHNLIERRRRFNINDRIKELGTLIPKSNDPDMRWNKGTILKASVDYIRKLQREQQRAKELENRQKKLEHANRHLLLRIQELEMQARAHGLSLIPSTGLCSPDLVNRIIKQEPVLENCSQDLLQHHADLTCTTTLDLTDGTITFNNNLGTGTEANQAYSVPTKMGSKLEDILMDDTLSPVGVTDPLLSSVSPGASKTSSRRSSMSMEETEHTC
FBW7 act = human FBW7 E3 ligase activation, primary screen | normalized activity (activation), % at 26.1 µM | 650,000 tested, 0.13% active | AlphaScreen FBW7–phospho-cyclin E peptide binding, activator screen | AID 1259310; in the data active = normalized activity above about 1.9%;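 also: purified mutant Fbw7 with reduced substrate affinity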
TEAD-YAP inh = TEAD-YAP interaction inhibition. inhibition, % at 9.12 µM. HEK-TIYL cells, TEAD-Gal4/YAP UAS-luciferase luminescence. 640,000 tested, 1.4% active; in the data active = inhibition above about 32%;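 also: 0% = median of test compound wells and 100% = reference inhibitor wells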
* = called active by the depositor; · = not tested or not shown.

SMILES	GPR151 ag	MITF inh	FBW7 act	TEAD-YAP inh
O=C(NC(c1ccc(F)cc1)c1ccccn1)C1CCN(C(=O)c2cccs2)CC1 (stereo not given)	0.5	17	0.0	12
COc1cccc([C@H]2Oc3ccc(OC)cc3/C(=N\OC[C@@H](O)COCc3ccco3)[C@@H]2O)c1	-1.2	18	0.0	·
COc1ccc(CNc2nc(-c3cccnc3)nn2C(=O)Cc2ccccc2)cc1	-0.5	7	-0.1	3
Cc1nn(CCCC(=O)Nc2cccnc2)c(C)c1[N+](=O)[O-]	0.2	-14	0.0	0
CC(C)n1cnc2c(NCCc3ccccn3)nc(-c3ccccc3)nc21	2.1	-1	0.0	12
CCC(C)(C)NC(=O)CN(C(=O)c1ccc(N2CCCC2)nc1)c1ccc(F)cc1	-0.9	-2	-0.1	-8
COc1cc(Nc2cc(NCCc3ccc(O)cc3)nc(N)n2)cc(OC)c1OC	0.1	2	0.1	10
CC(Oc1cc(F)ccc1[N+](=O)[O-])C(=O)Nc1ccc(F)c(F)c1F (stereo not given)	0.4	3	-0.1	6
COc1ccc(-c2cc(NCc3ccccc3)ncn2)cn1	-2.5	-10	0.1	-30
CC(=O)CSc1nnc(CSc2ncccn2)n1C1CCCCC1	-0.8	9	-0.2	1
COCCOC(=O)C1=C(C)NC(=S)NC1c1ccc(Cl)cc1 (stereo not given)	-0.7	6	0.2	-2
CC1CC(C)CN(C(=O)c2ccc(Br)cc2)C1 (stereo not given)	-0.6	-4	-0.1	-18
CCC(C(=O)NC(C)(C)C)N(Cc1ccco1)C(=O)Cn1nnc(-c2ccc(F)cc2)n1 (stereo not given)	-0.7	12	0.0	8
CSCC(=O)Nc1ccc(Br)cc1	-0.1	0	-0.2	7
C=CCNC(=O)Nc1nnc(-c2ccc(F)cc2)o1	-2.3	5	-0.4	-14
CSc1ccccc1N1C(=O)CN(C(=O)c2ccc(C(C)=O)s2)CC1C (stereo not given)	0.2	-2	0.0	-8
O=C(Nc1cc(-c2ccc(Br)cc2)[nH]n1)c1ccccc1	-1.1	-3	-0.2	-37
Cc1cccc(C)c1NC(=O)N1CC=CCC1	0.2	-5	0.0	-6
CC(C)N(CCNc1nc(Nc2ccc(N3CCOCC3)cc2)nc2nc[nH]c12)C(C)C	-0.2	5	-0.1	-4
COc1ccccc1-c1nnc(NC(=O)Nc2ccccc2)s1	-0.2	1	0.1	-8
CC(=O)Nc1ccc(S(=O)(=O)Nc2ccc(C(C)=O)cc2)cc1Cl	0.2	-12	-0.3	-19
COc1cc(/C=N/NC(=O)CNC(=O)c2ccc(C(C)(C)C)cc2)ccc1O	-1.7	-12	0.0	8
COCCCNc1ncnc2c1c(-c1ccccc1)cn2-c1ccc(Cl)cc1	-0.5	7	1.0	-3
COc1cc(NC(=O)c2cc(Br)ccc2OC)c(C(=O)O)cc1OC	2.1	0	0.2	7
COc1ccccc1CC(=O)Nc1cc(F)cc(F)c1	-0.1	-6	-0.1	-10
O=[N+]([O-])c1ccccc1-c1ccc(/C=N/NC(=S)NC2CCS(=O)(=O)C2)o1 (stereo not given)	1.3	30	-0.1	-5
COCc1cc(C)nc(N/N=C/c2ccc(-c3ccccc3[N+](=O)[O-])o2)c1C#N	1.0	4	-0.2	10
CCOC(=O)CNC(=O)c1ccc(C)c([N+](=O)[O-])c1	0.4	-2	0.1	4
CCCCNC(=O)CSc1nc(Nc2ccc(F)c(F)c2)c2ccccc2n1	-0.4	2	-0.1	-1
Cc1ccc(Nc2ccc(NC(=O)C3CCCO3)cc2)nn1 (stereo not given)	-3.1	12	0.7	-12
CCOC(=O)N1CCN(C(=O)c2cn(CCOC)c(=O)c3c2c2ccccc2n3C)CC1	-0.1	7	0.1	-1
COc1ccc(CCNC(=O)CSc2nc3ccccc3c(=O)n2Cc2ccco2)cc1OC	-1.9	8	0.4	-13
O=C(O)CC1(CC(=O)N2CCOCC2)CCCC1	0.3	13	0.3	-5
O=C1NC(=O)N(c2ccccc2Cl)C(=O)/C1=C\c1ccc2c(c1)OCO2	2.0	-7	0.0	6
COC(=O)c1ccc(NC(=O)C(Cc2ccccc2)N2C(=O)c3ccccc3C2=O)cc1 (stereo not given)	0.9	2	0.1	3
Cc1ccc(C(=O)CC(C(=O)O)c2cn(CCC#N)c3ccccc23)cc1 (stereo not given)	0.8	3	0.0	0
COCCCNC(=O)/C(=C\c1cccc([N+](=O)[O-])c1)NC(=O)c1ccc(C)cc1	-0.4	46	0.1	-5
Cc1nc(NCCCN2CCOCC2)c2nnn(Cc3ccccc3)c2n1	-0.2	16	0.6	9
Oc1ccc(CCNc2nc(Nc3ccncc3)nc3c2ncn3-c2ccccc2)cc1	1.2	-4	-0.1	56*
CCOC1=NN(c2ccc([N+](=O)[O-])cc2)C(=O)/C1=C/c1cc(OC)ccc1O	-1.3	16	-0.1	19
CCOC(=O)C1CCN(C(=O)C2c3ccccc3C(=O)N(C)C2c2ccc(OC)cc2)CC1 (stereo not given)	1.4	-8	0.0	6
O=S(=O)(NCc1cn2ccccc2n1)c1ccccc1F	0.4	5	-0.1	1
O=C(Nc1cccc(C(F)(F)F)c1)N[C@H]1C[C@H]2C(=O)N[C@@H](Cc3ccccc3)C(=O)N2C1	0.3	-6	0.0	-12
O=C(NCC1CCCO1)c1nnc(Cc2ccc(F)cc2)o1 (stereo not given)	-0.9	4	0.0	4
Cc1ccc2c(c1)N(C(=O)NCc1ccccc1)CCO2	-2.8	16	0.3	-16
CCOC(=O)C1=NNC2C(=O)N(c3cccc(C)c3)C(=O)C12 (stereo not given)	0.6	-7	-0.2	0
CCOc1cc(C(=S)N2CCOCC2)ccc1OC(=O)c1ccccc1Cl	-1.4	16	0.5	0
CCOC(=O)N1CCN(C(=S)Nc2ccccc2C)CC1	-1.2	1	-0.1	3

Quoted from the listing.
`O=C(NCC1CCCO1)c1nnc(Cc2ccc(F)cc2)o1` (stereo not given) | GPR151 ag = -0.9
`COCCCNC(=O)/C(=C\c1cccc([N+](=O)[O-])c1)NC(=O)c1ccc(C)cc1` | MITF inh = 46
`Cc1nc(NCCCN2CCOCC2)c2nnn(Cc3ccccc3)c2n1` | TEAD-YAP inh = 9

Next structures:
SMILES	GPR151 ag	MITF inh	FBW7 act	TEAD-YAP inh
O=C1c2ccccc2C(=O)N1CN(C(=O)C(F)(F)F)c1ccc(Br)cc1	-0.1	10	0.2	11
O=C(c1ccccc1Cl)n1cccn1	1.2	4	0.1	6
COc1cc(OC)cc(-c2noc(C3CCN(S(=O)(=O)c4ccc(Cl)cc4)CC3)n2)c1	5.2*	2	0.3	-22
COc1cc(-c2cc(C(=O)O)c3c(-c4ccccc4)[nH]nc3n2)ccc1O	-0.9	-8	0.6	-12
O=S(=O)(c1ccc(Cl)c(Cl)c1)N1CCn2c(nc3ccccc32)C1	0.5	6	0.0	-3
FC(F)(F)c1ccc(Cn2cnc3c(Nc4ccccc4)nc(Nc4ccccc4)nc32)cc1	6.2*	7	-0.1	5
Cc1ccc(N(C)S(=O)(=O)c2nnc(NC(=O)c3ccco3)s2)cc1	0.8	12	0.0	5
Cc1cccnc1C(NC(=O)C1CCN(C(=O)NC(C)C)CC1)c1ccccc1 (stereo not given)	0.2	1	0.2	-1
COC(=O)c1ccc2c(=O)n(Cc3cccnc3)c(=S)[nH]c2c1	-0.5	8	0.2	11
Cc1ccc(NC(=O)Cn2ccsc2=N)c([N+](=O)[O-])c1	0.8	-8	-0.1	18
Cc1ccc(OCCCCNCCO)cc1C	0.7	9	0.0	-4
COc1ccccc1Nc1c([N+](=O)[O-])c(=O)oc2ccccc12	-0.4	2	-0.1	6
CC1(C)CC(=O)C2=C(C1)N(N1CCOCC1)C(N)=C(C#N)C2c1cccnc1 (stereo not given)	-0.4	-13	0.1	-5
Cc1ccc(C)c(Cn2c(C(=O)O)c(CNCc3cccs3)c3ccccc32)c1	4.6	8	0.0	9
COc1ccc([N+](=O)[O-])cc1NC(=O)c1nn(C)cc1[N+](=O)[O-]	1.8	3	-0.1	5
O=C(Nc1cc(Cl)ccc1Cl)N[C@H]1C[C@H]2C(=O)N3CCC[C@@H]3C(=O)N2C1	-0.8	-9	0.1	-13
CSc1nncn1/N=C/c1ccc2c(c1)OCO2	-1.8	-13	0.2	2
COc1ccc2[nH]c(=O)c(CN(Cc3ccc4c(c3)OCO4)C(C)=O)cc2c1	-0.8	-5	-0.3	-2
O=C(NCc1cccc(C(F)(F)F)c1)c1cnc(Nc2ccc(N3CCOCC3)cc2)s1	3.3	2	0.0	-1
CC1=C(C(=O)OC(C)C)C(c2cc3c(cc2[N+](=O)[O-])OCO3)C2=C(CC(C)(C)CC2=O)N1 (stereo not given)	-1.3	5	-0.2	-5
CC1CCC2=NN(C(=O)C(C)C)C(O)(C(F)(F)F)C2C1 (stereo not given)	-0.7	-10	0.0	-3
O=C(COc1ccc(C2CCCCC2)cc1)Nc1ccc2c(c1)OCCO2	-0.2	0	-0.1	11
CCCC(CCC)=NNC(=O)c1ccccc1F	0.5	-2	-0.2	-59
C/C=N/NC(=O)COc1cccc2ccccc12	-0.7	22	0.1	-3
O=c1cc(CSc2nc(Nc3ccc(F)cc3)c3ccccc3n2)nc2ccc(Cl)cn12	0.5	14	0.1	-6
Cc1ccnc(NS(=O)(=O)c2ccc(NC(=O)c3c(C)noc3C)cc2)n1	-1.3	15	-0.1	11
CC(C)N=C1NN=C(c2cccs2)CS1	-3.3	-3	-0.2	-34
COc1ccc(-c2nc(Nc3cc(OC)c(OC)c(OC)c3)c3ncn(CCN4CCCC4=O)c3n2)cc1	1.0	-4	-0.1	22
Cc1ccc(C2C(C#N)=C(N)N(N(C)C)C3=C2C(=O)CCC3)cc1 (stereo not given)	-0.4	1	-0.1	-1
CC1CCC(NC(=O)c2cncc(Br)c2)CC1 (stereo not given)	-0.5	3	0.0	-19
O=C(CSc1nnc(NC(=O)c2ccc(F)cc2F)s1)NC1CCCCC1	0.5	-6	0.0	-5
O=C(c1ccn[nH]1)N1CCC2(CC1)Nc1ccccc1-n1cccc12	0.8	21	0.0	-5
COc1ccc(C(=O)Nc2nn3c(-c4ccccc4C)nnc3s2)cc1	-0.2	-10	-0.1	-15
COc1cc(C2C(C(=O)OCCOc3ccccc3)=C(C)NC3=C2C(=O)CC(C)(C)C3)cc(Br)c1O (stereo not given)	0.3	-15	0.1	-8
O=C(O)c1ccccc1NCc1ccccc1Cl	-1.3	12	-0.1	-8
CCOC(=O)c1c(C)oc2ccc(OC(=O)COc3ccc([N+](=O)[O-])cc3)cc12	-0.9	2	-0.1	-1

Entries from the list above with an NH in an aromatic ring:
SMILES	GPR151 ag	MITF inh	FBW7 act	TEAD-YAP inh
O=C(Nc1cc(-c2ccc(Br)cc2)[nH]n1)c1ccccc1	-1.1	-3	-0.2	-37
CC(C)N(CCNc1nc(Nc2ccc(N3CCOCC3)cc2)nc2nc[nH]c12)C(C)C	-0.2	5	-0.1	-4
COc1cc(-c2cc(C(=O)O)c3c(-c4ccccc4)[nH]nc3n2)ccc1O	-0.9	-8	0.6	-12
COC(=O)c1ccc2c(=O)n(Cc3cccnc3)c(=S)[nH]c2c1	-0.5	8	0.2	11
COc1ccc2[nH]c(=O)c(CN(Cc3ccc4c(c3)OCO4)C(C)=O)cc2c1	-0.8	-5	-0.3	-2
O=C(c1ccn[nH]1)N1CCC2(CC1)Nc1ccccc1-n1cccc12	0.8	21	0.0	-5

2 entries from above, in CSV form:
canonical_smiles,GPR151 ag,MITF inh,FBW7 act,TEAD-YAP inh
O=C(CSc1nnc(NC(=O)c2ccc(F)cc2F)s1)NC1CCCCC1,0.5,-6,0.0,-5
COc1cc(C2C(C(=O)OCCOc3ccccc3)=C(C)NC3=C2C(=O)CC(C)(C)C3)cc(Br)c1O (stereo not given),0.3,-15,0.1,-8

Further structures follow.
SMILES	GPR151 ag	MITF inh	FBW7 act	TEAD-YAP inh
COc1ccc(C2(C(F)(F)F)Cc3nc4ccccc4n3C(=O)N2)cc1 (stereo not given)	0.4	3	0.0	16
CCCNc1ncnc2c1c(-c1ccccc1)cn2-c1ccc(OCC)cc1	0.8	2	-0.1	-6
O=C(CN1CCC(n2nnc3ccccc32)CC1)N1CCOCC1	-0.7	12	-0.1	3
C=CCN1CCN(c2ccc3c(c2)CCC3)C1=O	-1.7	6	0.6	-73
O=C(Nc1nc2ccccc2[nH]1)C1c2ccccc2Oc2ccccc21	0.2	-2	-0.1	11
CNC(=O)CCC(=O)Nc1cc(Cl)ccc1Cl	0.6	-5	0.0	-7
Cc1ccc(-c2ccccc2)c(Oc2ccc(C#N)c(C#N)c2)c1	0.1	-5	0.0	-6
COc1ccc(S(=O)(=O)N2CCc3nc4ccccc4c(C(=O)O)c3C2)cc1	-1.8	16	0.2	6
CCCS(=O)(=O)c1c(S(=O)(=O)CCC)c2cc(-c3ccncc3)ccn2c1C(=O)c1ccc(Br)cc1	-0.3	2	0.1	1
COC(=O)C1=C(C)N(C)C(=O)NC1c1ccc(OC)c(Br)c1 (stereo not given)	1.5	16	0.2	2
N#C/C(=C/c1ccc(CNS(=O)(=O)c2ccccc2)o1)C(=O)NCc1ccccc1	-0.2	11	0.2	2
CC1CCN(CC(O)COCCC2CC3CCC2C3)CC1 (stereo not given)	0.2	-6	-0.2	0
COc1cc(Nc2nc(NC3CCC(O)CC3)nc3c2ncn3Cc2ccc(C(F)(F)F)cc2)cc(OC)c1OC (stereo not given)	1.5	7	0.0	47*
COCCN(C)C(=O)CC1C(=O)NCCN1Cc1ccc(F)cc1 (stereo not given)	2.3	6	0.1	8
O=C1CCCC2=C1C(c1cccc([N+](=O)[O-])c1)n1nc(-c3ccccc3Cl)nc1N2 (stereo not given)	0.0	6	0.1	4

Screens deposited in PubChem by The Scripps Research Institute Molecular Screening Center.
